High-throughput results from PubChem.
Hsp70 inhibitors: Hsp70 inhibitors, probe displacement, primary screen, biochemical, fluorescence polarization (AID 583). Hsp70 fluorescence polarization probe displacement, mP; higher % means a stronger effect. displacement, % at 20 µM; hits with a dose series show IC50 in µM. hit rate 0.06% among 140,000; in the data active means displacement above about 50%;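 further: plate controls were vehicle for no effect and reference ligand for full effect; a part of the inactive calls stands beside numbers as strong as those of hits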
Rat MKP-3 inhibitors: MKP-3 phosphatase inhibitors, primary screen, biochemical, rat enzyme, in vitro (AID 425); recombinant MKP-3 phosphatase activity, fluorescence; higher % means a stronger effect; inhibition, % at 20 µM; hits with a dose series show IC50 in µM; hit rate 0.17% among 110,000; in the data active means inhibition above about 50%;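 further: plate controls were vehicle for no effect and reference inhibitor for full effect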
* hit, by the source's call; . = not tested or not shown; & = joins results of further samples. Only part of the results is shown (hit frequency here may not be typical).

SMILES	Hsp70 inhibitors	Rat MKP-3 inhibitors
Cc1nn(C(=O)COc2ccc(Cl)cc2)c(C)c1Sc1ccccc1[N+](=O)[O-]	1.4%	1.4%
Cc1ccccc1Cn1nc(C)c(NC(=O)c2noc3c2CC(C(C)(C)C)CC3)c1C (stereo not drawn)	-0.2%	-7.5%
CCn1c(Cc2ccc(OC)cc2)nnc1SCC(=O)Nc1nc2ccccc2s1	.	-2.7%
CCOC(=O)c1c(NC(=O)CC(c2ccccc2)c2ccccc2)sc(C(N)=O)c1C	-1.8%	-0.9%
Cc1ccc(C(C)C)cc1OCCOCCN1CCCC1	4.4%	.
N#C/C(=C\c1ccco1)c1nn(CCO)c(N)c1C#N	6.7%	-0.1%
O=C1OC(c2ccc(Cl)cc2)=C/C1=C\c1cccs1	-0.2%	9.4%
CSc1ccc(/C=N/NC(=O)/C(=C\c2ccc3c(c2)OCO3)NC(=O)c2ccccc2)cc1	0.9%	2.2%
O=C1C2C3C=CC(C3)C2C(=O)N1c1cccnc1 (stereo not drawn)	5.8%	.
O=C(CCc1ccccc1)c1ccc2c(c1)OCCCO2	1.3%	.
CCCCc1cc(=O)oc2cc(OCC(=O)N(CC)CC)c(Cl)cc12	-0.7%	0.6%
Cc1c2c(nc3c(C(=O)NC4CC4)cnn13)CCCC2	-1.0%	-11.0%
COc1ccc(/C=C2\C(=O)N(C)C(=S)N(c3ccc(C)cc3)C2=O)cc1OC	-3.2%	2.6%
COc1ccc(C(=O)Nc2ccc(Br)c(Cl)c2)cc1	0.1%	2.7%
Cc1cc(OCCN2CCCC2)ccc1C(C)C	.	1.2%
O=C(NC(c1ccccc1)c1ccccc1)c1ccncc1	-4.6%	-0.6%
COc1cc2nc(N3CCN(C(=O)c4ccco4)CC3)nc(N)c2cc1OC	9.3%	-8.0%
O=C(N/N=C/c1ccncc1)c1[nH]c2ccc([N+](=O)[O-])cc2c1-c1ccccc1	1.1%	-0.1%
Cc1cc(=O)n2nc(-c3ccccc3)sc2n1	10.4%	-5.8%
O=C(NC1CCCC1)C1c2ccccc2C(=O)N1CCCN1CCOCC1 (stereo not drawn)	-0.7%	-1.6%
Cc1ccc(Nc2nc(N)nc(CN3CCN(c4ccccc4)CC3)n2)cc1Cl	0.0%	3.4%
O=C(Nc1cccc(C(F)(F)F)c1)C1CN(S(=O)(=O)c2ccccc2)CCN1S(=O)(=O)c1ccccc1 (stereo not drawn)	0.2%	0.9%
O=S(=O)(NCc1ccncc1)c1ccc(S(=O)(=O)NCC2CCCO2)cc1 (stereo not drawn)	0.8%	-1.4%
O=C(NC1CCCCC1)C(c1ccncc1)N(CC1CCCO1)C(=O)C(F)(F)F (stereo not drawn)	3.8%	-2.6%
Cc1cc(C=C2C(=O)NC(=S)NC2=O)c(-c2ccccc2)n1-c1ccccc1	5.6%	41.4%
COc1ccc(NC(=O)Nc2nnc(CC(C)C)s2)cc1	-1.1%	-0.8%
CC(=O)c1ccccc1OCC(O)CN1CCN(C(c2ccccc2)c2ccccc2)CC1 (stereo not drawn)	1.4%	-9.2%
O=C(c1cccc(OCc2ccccc2)c1)N1CCN(c2ccc([N+](=O)[O-])cc2)CC1	0.1%	-2.2%
Cc1nnc(NC(=O)CN2C(=O)c3ccccc3S2(=O)=O)s1	-6.7%	-5.4%
COCCCNC(=O)CN(c1cccc(Cl)c1C)S(C)(=O)=O	2.5%	-7.3%
CCCCCn1c(SCCOCC)nc2c1c(=O)[nH]c(=O)n2C	.	-5.7%
O=C(Nc1nnc(SCc2ccc(F)cc2)s1)C1Cc2ccccc2CN1C(=O)c1ccco1 (stereo not drawn)	-1.9%	.
COc1cccc(-c2cc(C(=O)Nc3c(C)nn(Cc4ccccc4)c3C)no2)c1	1.7%	0.1%
CCOC(=O)c1cc(-c2ccc(C)cc2)n(CC(=O)NCc2ccco2)c1C	8.8%	-4.7%
CCn1c(=O)c(=O)[nH]c2cc(C(=O)Nc3ccc(S(=O)(=O)N4CCCC4)cc3)ccc21	0.2%	-10.7%
Cc1ccccc1CN1CCN(CC(=O)NCc2ccc3c(c2)OCO3)C1=O	-0.5%	-10.2%
COc1cccc(-c2nnc(-c3ccc(C(F)(F)F)cc3)o2)c1OC	-2.0%	.
O=S(=O)(c1ccc2nc(COc3ccccc3)[nH]c2c1)N1CCOCC1	3.8%	-5.7%
Cc1c(Cl)cccc1-c1ccc(/C=C/c2cc(C(F)(F)F)[nH]c(=O)n2)o1	-72.1%	11.7%
CCOC(=O)CNC(=O)CN1CCCN(S(=O)(=O)c2ccc(Br)s2)CC1	-3.8%	5.3%
O=C(CCC1CC(=O)Nc2ccccc21)NCc1ccc(F)cc1 (stereo not drawn)	2.7%	.
COc1cccc(/C=C2\SC(=S)N(c3cccc(C)c3)C2=O)c1	-5.7%	-12.9%
CS(=O)(=O)N1CCN(c2ccc([N+](=O)[O-])c(N3CCCC3)c2)CC1	-4.5%	3.3%
CCOC(=O)N1CCN(C(=O)c2ccc(N(Cc3ccc(Cl)cc3)S(C)(=O)=O)cc2)CC1	1.2%	2.8%
O=C1c2ccccc2NC(c2ccc(Cl)cc2)N1Cc1ccccc1 (stereo not drawn)	1.2%	5.4%
Cc1ccc(S(=O)(=O)N2CCCCC2)cc1C(=O)c1nccn1C	2.0%	4.6%
c1cc(-c2nnc3n2CCC3)[nH]n1	-2.6%	7.8%
CCOC(=O)COn1c(=O)c(C)[n+]([O-])c2ccccc21	3.9%	.
CCc1ccc2oc(-c3cccc(NC(=O)c4ccc(C)c([N+](=O)[O-])c4)c3)nc2c1	-11.4%	5.6%
COc1ccc(NC(=O)C2CCCN(S(=O)(=O)c3cccc4nonc34)C2)cc1 (stereo not drawn)	3.8%	.
CCc1ccccc1N(CC(=O)O)S(C)(=O)=O	4.1%&-1.2%	-14.4%&4.1%
CC1CCCCN1Cc1ccc(-c2nnn(CC(=O)NC3CCCCC3)n2)cc1 (stereo not drawn)	-0.2%	.
O=C(NC(=O)c1ccccn1)NC(c1ccccc1)c1ccccc1	-7.4%&7.6%	6.0%&0.5%
Cc1ccc2[nH]c3c(c2c1)CN(C(=O)CN1CCCc2ccccc21)CC3	4.1%	-6.7%
COc1ccccc1N1CCN(CC(=O)Nc2cc(C)nn2-c2nc(C)cc(C)n2)CC1	-1.1%	-10.8%
Brc1ccc(-c2nc(-c3cccnc3)no2)o1	-1.3%	-3.5%
Cc1ccc(NC(=O)C(=O)NCCN2CCN(Cc3ccc(Br)cc3)CC2)cc1	.	-1.0%
CCCC1(C(=O)OC)NC(c2ccco2)C2C(=O)N(c3ccc(C)cc3)C(=O)C21 (stereo not drawn)	-0.7%	-4.8%
O=C(Nc1cccc2nsnc12)c1cc2ccccc2o1	2.1%	3.4%
COc1ccc(S(=O)(=O)N(CC(=O)NC(C)C)Cc2ccccc2)cc1	-1.0%	.

Five compounds picked at random from the list so far, as already listed:
SMILES	Hsp70 inhibitors	Rat MKP-3 inhibitors
Cc1ccc(S(=O)(=O)N2CCCCC2)cc1C(=O)c1nccn1C	2.0%	4.6%
CCOC(=O)c1cc(-c2ccc(C)cc2)n(CC(=O)NCc2ccco2)c1C	8.8%	-4.7%
CCCCCn1c(SCCOCC)nc2c1c(=O)[nH]c(=O)n2C	.	-5.7%
COc1ccccc1N1CCN(CC(=O)Nc2cc(C)nn2-c2nc(C)cc(C)n2)CC1	-1.1%	-10.8%
CSc1ccc(/C=N/NC(=O)/C(=C\c2ccc3c(c2)OCO3)NC(=O)c2ccccc2)cc1	0.9%	2.2%

(further entries)
SMILES	Hsp70 inhibitors	Rat MKP-3 inhibitors
CC(=O)CC1[C@@]2(C)CCCC(C)(C)C2CC[C@@]1(C)O (stereo partly drawn)	-4.4%	3.2%
Cc1cc(C)c2nc(SCC(=O)Nc3ccccc3N3CCOCC3)c(C#N)cc2c1	3.9%	.
CC1CCN(c2nc3c(c(=O)[nH]c(=O)n3C)n2Cc2ccccc2)CC1	-3.3%	-4.8%
CCOC(=O)c1c(C)oc2ccc(OC(=O)c3ccccc3C)cc12	3.4%	1.4%
OC1(c2ccc3c(c2)OCO3)CCN(Cc2ccccn2)CC1	-1.1%	0.3%
CCC(C)NS(=O)(=O)c1ccc(OCC(=O)NCc2cccnc2)cc1 (stereo not drawn)	0.4%	-5.7%
O=C(Nc1ccc(F)cc1F)c1cccc(F)c1	-0.2%	-3.5%
COc1cccc(CN2C(=O)CN(C3CCCCC3)C(=O)C2c2ccc(F)cc2)c1 (stereo not drawn)	-4.4%	-4.6%
Cc1ccc(C(=O)Nc2ccccc2NC(=O)c2ccc(C)o2)o1	2.7%	-2.5%
O=C1NN(c2ccccc2)C(=O)/C1=C/c1ccc(-c2ccc(C(=O)O)cc2)o1	3.1%	11.2%
CCC(=O)Nc1nc2ccc(S(C)(=O)=O)cc2s1	4.4%	.
c1ccc2c(c1)CCCN2Cc1nnc2n1CCCCC2	3.1%	-1.8%
COc1ccc(C2/C(=C(/O)c3ccccc3)C(=O)C(=O)N2c2cccc([N+](=O)[O-])c2)cc1OC (stereo not drawn)	0.6%	0.4%
c1ccc(NCn2cncn2)nc1	5.4%	.
CN(C)c1ccc(C2C3C(=O)N(c4ccc(C(=O)O)cc4)C(=O)C3ON2c2ccccc2)cc1 (stereo not drawn)	4.8%	1.4%
CC1CCN(S(=O)(=O)c2ccc(NC(=O)c3ccc(-c4ccccc4)cc3)cc2)CC1	1.7%	-2.6%
COc1ccc2c(c1OC)C(=O)OC2Nc1cc(C)ccc1O (stereo not drawn)	-0.7%	2.5%
O=C(CN1CC(c2ccccc2)CC1=O)OCc1cccc(Br)c1 (stereo not drawn)	-7.1%	.
CC1CCN(c2oc(-c3ccccc3Cl)nc2C#N)CC1	-3.6%	-2.7%
COc1ccc([N+](=O)[O-])cc1-c1ccc(/C=C(\C#N)c2nc3ccc(C)cc3[nH]2)o1	13.0%	18.0%
CCOc1ccccc1NC(=O)CN(c1ccc(F)cc1)S(=O)(=O)c1ccccc1	-0.8%	1.2%
COc1ccc(-n2c(C)cc(C(=O)Cn3nnc4ccccc4c3=O)c2C)cc1	-3.6%	7.8%
CCN(CC)S(=O)(=O)c1ccc(NC(=O)c2cccc3c2C(=O)N(CCOC)C3)cc1	1.8%	-3.4%
O=C(O)c1c[nH]c2c(C(F)(F)F)cccc2c1=O	-0.9%	.
Cn1c(Cc2ccccc2)nnc1SCC(=O)Nc1ccc2c(c1)OCCO2	4.4%	0.2%
COc1ccc(NC(=O)c2cccc(C)c2)cc1Cl	-6.6%	-1.2%
O=C(CSc1nsc(SCC(=O)Nc2ccc(Cl)c(Cl)c2)n1)Nc1ccc(Cl)c(Cl)c1	1.2%	4.5%
O=C(c1cncc(Br)c1)N1CCCc2ccccc21	6.2%	-3.9%
CCOC(=O)N1CCC(N2C(=O)c3ccccc3C2=O)CC1	.	1.8%
O=C(CSc1nc2ccccc2[nH]1)NC(c1ccccc1)c1ccccc1	-0.2%	-0.2%

Copied from the list.
In Rat MKP-3 inhibitors, COc1ccc(-n2c(C)cc(C(=O)Cn3nnc4ccccc4c3=O)c2C)cc1 is listed with 7.8%
In Rat MKP-3 inhibitors, CCOc1ccccc1NC(=O)CN(c1ccc(F)cc1)S(=O)(=O)c1ccccc1 is listed with 1.2%
In Hsp70 inhibitors, O=C(O)c1c[nH]c2c(C(F)(F)F)cccc2c1=O is listed with -0.9%
In Hsp70 inhibitors, CC1CCN(S(=O)(=O)c2ccc(NC(=O)c3ccc(-c4ccccc4)cc3)cc2)CC1 is listed with 1.7%
In Hsp70 inhibitors, O=C(CSc1nc2ccccc2[nH]1)NC(c1ccccc1)c1ccccc1 is listed with -0.2%
In Rat MKP-3 inhibitors, COc1ccc([N+](=O)[O-])cc1-c1ccc(/C=C(\C#N)c2nc3ccc(C)cc3[nH]2)o1 is listed with 18.0%

Next section
SMILES	Hsp70 inhibitors	Rat MKP-3 inhibitors
COC(=O)c1c(NC(=O)c2cccc(Cl)c2)sc(C)c1C	-3.6%	2.2%
O=C1C(=O)N(c2ccccc2)C(c2ccc(O)cc2)/C1=C(\O)c1ccc(Br)cc1 (stereo not drawn)	1.7%	1.6%
Cc1cc(C)nc(SC(C)C(=O)N/N=C/c2ccc(Br)cc2)n1 (stereo not drawn)	0.1%	-0.9%
c1ccc(N(c2ccccc2)c2nc(-n3cnc4ccccc43)nc(-n3cnc4ccccc43)n2)cc1	0.3%	4.3%
COCC(=O)Nc1cc(OC)c(Cl)cc1OC	4.8%	-4.8%
CC(C)C(=O)Nc1ccc(NC(=O)c2cccc(F)c2)cn1	0.6%	4.2%
CCC(Sc1nc2ccccc2s1)C(=O)Nc1cc(C)on1 (stereo not drawn)	-5.6%	.
CCCCNC(=O)CCCCCn1c(=O)[nH]c2cc(OC)c(OC)cc2c1=O	1.8%	3.9%
Cc1ccc(-c2ccc(CCC(=O)O)n2NC(=O)c2ccco2)cc1	3.2%	-17.9%
O=C(N/N=C/c1ccc(N2CCOCC2)o1)c1cccc(F)c1	-4.8%	.
COc1ccc(C(=O)Nc2ccc(S(=O)(=O)Nc3cc(C)on3)cc2)c(OC)c1	-1.7%	2.2%
COC(=O)COc1ccc(/C=C2\C(=O)NC(=O)N(c3ccc(C(C)C)cc3)C2=O)cc1OC	1.5%	3.2%
O=C(CSc1cccc2cccnc12)c1ccc(Cl)cc1Cl	-1.1%	2.5%
CCCCc1cc(=O)oc2cc(OCC(=O)N(CC)CC)ccc12	.	-6.4%
CC(C)(C)c1ccc(C(=O)N2CCN(C/C=C/c3ccccc3)CC2)cc1	3.0%	0.3%
COc1ccc(N2CCN(C(=O)C3CCC(Cn4c(=S)[nH]c5ccccc5c4=O)CC3)CC2)cc1 (stereo not drawn)	5.0%	4.5%
CC(=O)C(C(C)=O)C1c2ccccc2Oc2ccc(Cl)cc21 (stereo not drawn)	-0.2%	1.3%
COc1ccc(C2Nc3ccccc3C(=O)N2Cc2ccccc2)cc1CSc1ccccn1 (stereo not drawn)	2.2%	-0.4%
